Screening data: PubChem BioAssay, National Center for Advancing Translational Sciences (NCATS)
Anesthetic bind: candidate novel general anesthetic via apoferritin binding; P02791; apoferritin/1-aminoanthracene competitive binding, fluorescence; Potency, µM (doses to about 77.5 µM), for inactives: at the top dose activity change, negative = displacement, hits mostly inhibitors; hit rate 0.074% among 350,000; AID 485281; further: on the % scale 0 is the no-effect control and ±100 the full control effect; nearly all actives have a fitted effect of over 20% in size
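10 uM apoferritin + 50% sat. 1-AMA, PBS; cpd 10 min RT; Ex380/Em535 endpoint; normalized to free probe vs complex; 4-param Hill fit; propofol titration as pos. ctrl.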
G9a block: inhibitors of human histone lysine methyltransferase G9a; Q96KQ7; G9a H3K9 monomethylation, AlphaScreen, 2 h; Potency, µM (highest dose often 102 µM), for inactives: at the top dose activity, negative = inhibition, hits mostly inhibitors; hit rate 8.8% among 350,000; AID 504332; further: on the % scale 0 is the no-effect control and ±100 the full control effect; nearly all actives have a fitted effect of over 75% in size
Target sequence (Q96KQ7 913-1193 limits assumed): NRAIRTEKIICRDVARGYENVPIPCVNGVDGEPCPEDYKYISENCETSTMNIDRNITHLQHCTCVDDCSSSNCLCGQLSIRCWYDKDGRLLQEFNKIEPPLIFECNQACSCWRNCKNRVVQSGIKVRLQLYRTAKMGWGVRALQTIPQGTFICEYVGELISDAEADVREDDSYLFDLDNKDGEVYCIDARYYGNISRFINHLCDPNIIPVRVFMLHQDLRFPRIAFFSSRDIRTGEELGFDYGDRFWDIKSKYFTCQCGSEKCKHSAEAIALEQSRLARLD
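G9a (20 nM) was preincubated 15 min with compound, then reacted 2 h at room temperature with 500 nM biotin-H3K9 peptide and 20 µM SAM. Monomethyl-H3K9 detected by AlphaScreen using anti-H3K9me1 antibody.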
POLB inh: blocks human DNA polymerase beta activity | Potency, µM (titrated, usually from 114 µM), for the others: at the highest dose activity change, negative = inhibition, actives largely listed as inhibitors | Pol beta primer extension/strand displacement, fluorescence kinetic | hit rate 1.3% among 340,000 | P06746 | AID 485314; further: on the % scale 0 is the no-effect control and ±100 the full control effect
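Pol beta (10 nM) was preincubated with compound for 15 min at room temperature. The reaction was then started with 50 nM substrate and read immediately and after a further 10 min at room temperature.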
APE1 inh: inhibitors of human APE1 endonuclease; recombinant APE1, TAMRA/BHQ-2 abasic DNA cleavage fluorescence; Potency, µM (series often up to 65.8 µM), for the others: at the top dose activity change, negative = inhibition, hits mostly inhibitors; hit rate 0.35% among 350,000; AID 2517;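 further: plate controls were vehicle for no effect and reference inhibitor for full effect; nearly all actives have a fitted effect of over 55% in size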
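Kinetic fluorescence read (525 ex/598 em nm, three reads 60 s apart) of AP-site incision; signal = third minus first read. Enzyme 0.75 nM, dual-labelled THF duplex 50 nM, compound preincubation 15 min RT.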
BAZ2B inh: inhibitors of human BAZ2B bromodomain; Potency, µM (series often up to 114 µM), without a hit: top-dose activity change, negative = inhibition, usual class: inhibitors; Q9UIF8; hit rate 4.4% among 360,000; AlphaScreen BAZ2B-H3K14Ac peptide displacement; further: on the % scale 0 is the no-effect control and ±100 the full control effect; nearly all actives have a fitted effect of over 60% in size
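AlphaScreen luminescence quantifies BAZ2B engagement of H3K14Ac peptide; the protein and biotinylated peptide are both at 50 nM final, buffer PBS pH 7.4 with 0.01% Tween-20, all steps at room temperature.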
BLM inh: Bloom syndrome helicase (human) inhibition; AID 2528; hit rate 0.2% among 350,000; Potency, µM (series often up to 56.1 µM), for inactives: at the highest dose activity change, negative = inhibition, actives largely listed as inhibitors; P54132; recombinant BLM DNA unwinding, fluorescence dequenching;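 further: plate controls were vehicle for no effect and no enzyme for full effect; nearly all actives have a fitted effect of over 35% in size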
POLH inh: inhibitors of human DNA polymerase eta; Potency, µM (top dose mostly 114 µM), without a hit: top-dose activity change, negative = inhibition, most hits filed as inhibitors; Q9Y253; hit rate 1.2% among 390,000; recombinant Pol eta, fluorescent DNA replication assay; AID 588591; further: on the % scale 0 is the no-effect control and ±100 the full control effect
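Fluorescent replication assay: 50 nM final substrate added after a 15 min room-temperature compound preincubation with 10 nM enzyme. Signal taken at 0 min and again at 10 min.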
POLI inh: inhibitors of human DNA polymerase iota | Potency, µM (titrated, usually from 115 µM), for the others: top-dose activity, negative = inhibition, hits mostly inhibitors | AID 588590 | Pol iota fluorescent replication assay, 10 min | hit rate 1% among 390,000
Target sequence (Q9UNA4 whole entry, looked up): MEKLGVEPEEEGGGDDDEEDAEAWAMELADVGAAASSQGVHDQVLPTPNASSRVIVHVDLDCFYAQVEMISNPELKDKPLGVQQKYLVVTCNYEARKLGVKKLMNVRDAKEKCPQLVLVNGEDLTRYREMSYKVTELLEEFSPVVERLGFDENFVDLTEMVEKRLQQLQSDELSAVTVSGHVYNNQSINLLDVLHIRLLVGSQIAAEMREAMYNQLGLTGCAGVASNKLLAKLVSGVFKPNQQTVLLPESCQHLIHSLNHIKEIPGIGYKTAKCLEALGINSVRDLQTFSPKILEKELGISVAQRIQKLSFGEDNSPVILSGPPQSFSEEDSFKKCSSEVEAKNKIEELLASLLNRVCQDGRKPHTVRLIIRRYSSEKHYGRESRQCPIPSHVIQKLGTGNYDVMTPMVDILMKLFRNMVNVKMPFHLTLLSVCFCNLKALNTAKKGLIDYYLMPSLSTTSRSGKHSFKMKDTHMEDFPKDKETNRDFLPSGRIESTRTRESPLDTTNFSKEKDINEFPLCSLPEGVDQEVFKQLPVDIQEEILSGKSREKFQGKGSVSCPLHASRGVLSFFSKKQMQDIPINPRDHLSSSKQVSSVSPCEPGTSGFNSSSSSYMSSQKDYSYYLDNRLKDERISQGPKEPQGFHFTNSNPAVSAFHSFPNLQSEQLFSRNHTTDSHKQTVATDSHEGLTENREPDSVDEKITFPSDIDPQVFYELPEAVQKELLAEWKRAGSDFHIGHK
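Fluorescent replication assay read twice, at 0 min and 10 min after adding 50 nM (final) substrate. Enzyme (10 nM) and compounds were first incubated 15 min at room temperature; enzyme-free buffer wells were negative controls.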
POLK inh: DNA polymerase kappa (human) inhibition | Potency, µM (doses to about 107 µM), inactives show at the top dose activity, negative = inhibition, actives largely listed as inhibitors | hit rate 0.53% among 400,000 | Q9UBT6 | purified Pol kappa, fluorescent DNA synthesis assay, 10 min; further: on the % scale 0 is the no-effect control and ±100 the full control effect
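First, compounds were pin-transferred onto 10 nM Pol kappa. After 15 min at room temperature, substrate was added to 50 nM final. Fluorescence was then measured kinetically at 0 and 10 min.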
* = called active by the depositor; ? = inconclusive; . = not tested or not shown; [ ] = dose if it differs, or a comment. The call rests on the fitted dose curve; in most records, active means well fitted curve in the direction sought with a large enough effect; inconclusive means small, poorly fitted or top-dose-only effect, or another doubt; inactive means no such curve, though single readings can be large; an effect the other way counts as inactive or inconclusive. Potency means the concentration at half of the fitted maximal effect. An excerpt; the hit share may differ from the screen's.

SMILES	Anesthetic bind	G9a block	POLB inh	APE1 inh	BAZ2B inh	BLM inh	POLH inh	POLI inh	POLK inh
COc1ccc(C(=O)c2cnc[nH]2)cc1OC	5%	.	2%	8%	-4%	-3%	3%	-11%	-4%
COc1ccccc1CC(=O)NNS(=O)(=O)c1ccccc1[N+](=O)[O-]	?	24%	-20%	3%	4%	-9%	-2%	34%[activator]	-9%
Cn1c(SCC(=O)c2c(N)n(C)c(=O)n(C)c2=O)nnc1-c1ccccc1	10%	-4%[59 µM]	8%	15%	10%	-1%	-4%	15%	4%
CCOC(=O)CN1C(=O)S/C(=C/c2ccc(N3CCCCC3)o2)C1=O	-14%	3.2µM*	46%	15%	-7%	-4%	-22%	13%	0%
Cc1ccc(C(=O)Nc2ccc(Cc3ccncc3)cc2)cc1[N+](=O)[O-]	?	33%[12.7 µM]	18%	-3%	-34%	-5%	-19%	14%	-15%
CCOC(=O)N1CCC(NC(=O)c2cc(S(=O)(=O)N3CCc4ccccc43)cn2C)CC1	-8%	-6%	-13%	1%	-4%	-9%	-14%	10%	-4%
CC(=O)c1sc(NC(=O)c2ccc(C)cc2)nc1C	-5%	14%	-13%	-1%	-3%[57.1 µM]	0%	4%	12%	-3%
Clc1ccc(Cn2nnc3ccccc32)cc1	?	82%[activator]	-1%	29%	10%	-7%	-25%	13%	-7%
COc1ccc(C(=O)c2cnc3ccccc3c2-c2ccccc2)cc1	?	-9%[0.0925 µM]	-14%	13%	?	-15%	-4%	-5%	-11%
CC(C)CCNC(=O)C(C)N(Cc1ccc(F)cc1)C(=O)c1ccc(CN2CCOCC2)o1 (stereo not drawn)	-8%	-3%	-16%	1%	-14%	-2%	1%	26%	1%
CC(C)n1c(O)c(N=Nc2ccc(Cl)nn2)c2ccccc21	-10%	?	33%	2%	?	-12%	-21%	9%	-6%
Cc1ccc(N2NC3(CCN(C(N)=O)CC3)NC2=O)cc1	-11%	0.71µM*	14%	-1%	-19%	0%	-6%	49%[activator]	-5%
Cc1ccc(S(=O)(=O)N2CCCCC2CCNC(=O)C(=O)NCc2ccccc2)cc1 (stereo not drawn)	.	-12%[2.33 µM]	.	18%	4%	.	-15%	1%	-6%
COC(=O)c1ccccc1NC(=O)CSc1nc2nc(C)cc(C)n2n1	-3%	10%[59 µM]	0%	.	-2%	3%	-4%	-1%	-5%
COc1ccc(CCn2c(C)cc3c(c2=O)C(c2ccncc2)C(C#N)=C(N)O3)cc1OC (stereo not drawn)	-7%	-9%[59 µM]	26%	-1%	-25%	2%	-9%	20%	-1%
COC(=O)c1nc2n(n1)C(c1cccc(Cl)c1)C(C(=O)Nc1ccccc1OC)=C(C)N2 (stereo not drawn)	?	-39%[59 µM]	-27%	.	?	-5%	0%	4%	-1%
Cc1ccc(CC(=O)NCCCn2ccnc2)cc1	-4%	-4%	-2%	0%	-12%	-2%	-19%	106%[activator]	1%
Cn1c(SCC(=O)Nc2ccccc2)nnc1-c1ccc2nonc2c1	8%	-4%[59 µM]	-13%	-2%	1%	-4%	-13%	-4%	6%
COc1ccccc1-c1cc(C(=O)N2CCN(c3ccc(F)cc3)CC2)no1	-13%	5%	26%	-2%	-2%	-11%	-13%	?	4%
O=C(c1ccco1)N1CCN(S(=O)(=O)c2ccc3[nH]c(=O)oc3c2)CC1	-11%	?	3%	1%	9%[57.1 µM]	-3%	?	-8%	-5%
COc1ccc(C(C(=O)NC2CCCCC2)N(C(=O)c2snc(C(N)=O)c2N)c2ccccc2OC)cc1 (stereo not drawn)	-9%	19%	7%	-20%	5%	-8%	-24%	49%[activator]	0%
c1ccc(SCc2cn(C[C@H]3CC[C@@H]([C@@H]4CC[C@H](Cn5cc(CSc6ccccc6)nn5)O4)O3)nn2)cc1	-5%	?	2%	12%	-28%	0%	0%	-21%	-10%
C=CCNC(=S)/N=c1/ccccn1CC	3%	?	31%	3%	-6%	-1%	-21%	-6%[58.9 µM]	0%
CN(CC(=O)Nc1ccc(Cl)c(C(F)(F)F)c1)C(=O)Cc1c[nH]c2ccccc12	.	?	.	-16%	-13%	.	-29%	29%	-19%
CCOc1ccc(Br)cc1S(=O)(=O)Nc1ccc(NC(=O)c2ccccc2F)cc1	-6%	-5%[59 µM]	0%	-11%	-27%	-4%	-8%	5%	-11%

Shown as a hit in G9a block (from the list above):
| Compound | G9a block | POLB inh | APE1 inh | BAZ2B inh | BLM inh | POLH inh | POLI inh | POLK inh |
| --- | --- | --- | --- | --- | --- | --- | --- | --- |
| CCOC(=O)CN1C(=O)S/C(=C/c2ccc(N3CCCCC3)o2)C1=O | 3.2µM* | 46% | 15% | -7% | -4% | -22% | 13% | 0% |
| Cc1ccc(N2NC3(CCN(C(N)=O)CC3)NC2=O)cc1 | 0.71µM* | 14% | -1% | -19% | 0% | -6% | 49%[activator] | -5% |

Additional entries follow.
SMILES	Anesthetic bind	G9a block	POLB inh	APE1 inh	BAZ2B inh	BLM inh	POLH inh	POLI inh	POLK inh
CCCOc1ccc(-c2c(C(=O)N/N=C/c3cccnc3)nnn2-c2nonc2N)cc1	-9%	13%	-10%	32%	-29%	-10%	-11%	1%	-5%
Cc1ccccc1-n1c(SC2CCOC2=O)nnc1-c1ccncc1 (stereo not drawn)	-2%	?	1%	-3%	-20%	0%	-20%	3%	4%
Cc1cc(C)c2nc(N3CCC(C(=O)N4CCN(C(=O)c5ccco5)CC4)CC3)sc2c1	?	?	0%	-1%	?	-4%	-1%	2%	-6%
CCCC(=O)OCC(=O)Nc1cc([N+](=O)[O-])ccc1OC	-10%	4%	11%	9%	-1%	3%	-11%	-24%	0%
COc1ccc(CC(=O)OCC(=O)Nc2ncc(Cl)cc2Cl)cc1OC	-20%	5%[59 µM]	4%	6%	4%	-6%	-1%	10%	-9%
O=C1c2ccccc2S(=O)(=O)N1Cc1nc2ccccc2s1	?	?	9%	-1%	5%	-1%	-14%	-9%	10%
Cc1nn(C)c2c1c(C(F)(F)F)cc(=O)n2C(C)C(=O)NCCc1ccc(Cl)cc1 (stereo not drawn)	-12%	4%[59 µM]	?	.	2%	-2%	-9%	-5%	-1%
O=C(N/N=C/c1ccccc1O)c1ccc2c(c1)OCO2	4%	27%	-6%	47%[activator]	43%[activator]	-14%	-3%	44%[activator]	2%
CCCN(C(=O)c1cc(-c2ccco2)nc2ccccc12)c1c(N)n(Cc2ccccc2)c(=O)[nH]c1=O	.	-9%[2.33 µM]	.	-22%	?	.	16µM*	20µM*	-45%
CCc1ccc(CNC(=O)CSCc2cnn(-c3ccccc3)c2-n2cccc2)cc1	8%	14%[59 µM]	14%	.	33%	-11%	.	8%	-16%
CCOC(=O)C(Cc1ccccc1)C(=O)Nc1cccc2ccccc12 (stereo not drawn)	-13%	7%[59 µM]	11%	15%	12%	7%	-23%	5%	-12%
COc1ccc(-c2cc3c(=O)n(CC(=O)N4CCCC4)ncn3n2)cc1	-4%	.	88%	-1%	-6%	0%	-11%	25%	6%
COc1ccc(N2CCN(C(=O)Nc3ccc(Cl)cc3)CC2)cc1	-5%	?	-3%	.	3%	-3%	-15%	-16%	-4%
Cc1ccc(-n2nc3c(c2NC(=O)c2ccc4c(c2)OCO4)CSC3)cc1	10%	2%[59 µM]	11%	13%	6%	4%	-8%	4%	-13%
O=C(COC(=O)C1CCN(c2ccc(C(F)(F)F)cn2)CC1)NC1CCCCC1	.	-3%	.	10%	1%	.	-8%	65%[activator]	4%
CCCN1CCc2c(sc(NC(=O)CCS(=O)(=O)c3ccccc3)c2C(N)=O)C1	0%	?	28%	16%	-17%	-7%	-4%	-1%	4%
COC(=O)c1c(NC(=O)/C=C/C(=O)O)sc(C)c1-c1ccc(C(C)C)cc1	?	?	-5%	-3%	?	-5%	79µM*	21%	-17%
Cn1c(=O)c2c(nc(CN3CCN(c4ccccc4)CC3)n2Cc2ccccc2Cl)n(C)c1=O	-11%	-33%[59 µM]	55%	-3%	-10%	-5%	-19%	13%	6%
CC(=O)C1[C@H](N(C)C)CC2C3CC=C4CC(O)CC[C@]4(C)C3CC[C@@]21C (stereo partly drawn)	-2%	8%	27%	7%	7%	2%	3%	-3%	-14%
C=C(C)C1CC=C(C)/C(=N/NC(=O)c2ccc(NC(=O)CC)cc2)C1 (stereo not drawn)	-12%	8%[12.7 µM]	8%	-2%	-35%	1%	-2%	25%	-7%
C/C(=N\NC(=O)COc1ccccc1[N+](=O)[O-])c1cccc(NC(=O)c2ccncc2)c1	?	8%[12.7 µM]	-20%	-41%	?	-2%	?	?	-13%
CC(C)n1nc(C(=O)OCC(=O)N2CC(=O)Nc3ccccc32)c2ccccc2c1=O	-15%	9%	1%	-1%	-7%	-3%	-16%	29%	4%
COc1ccc(S(=O)(=O)CC(=O)c2cc(C)c(O)c(C)c2)cc1	6%	4%[2.33 µM]	17%	-2%	9%	2%	-2%	?	-5%
O=C(NC1CCCCC1)C1CCCN(S(=O)(=O)c2cccs2)C1 (stereo not drawn)	-5%	?	1%	-3%	15%	0%	-13%	33%[activator]	-1%
O=C(CCC(=O)Nc1ccc(F)cc1)N/N=C/c1ccccc1	-14%	17%	?	52%	-4%	-2%	-19%	-4%	-14%
Cc1ccc(Nc2nc(N)nc(CCl)n2)cc1	-12%	10%	0%	-1%	-19%	-1%	-11%	35%[activator]	-2%
Cc1[nH]c2ccccc2c1C(=O)C(C)OC(=O)c1ccccc1NCCO (stereo not drawn)	.	45µM*	.	4%	7%	.	-13%	16%	-9%
CC(=O)c1ccc(N2CC(C)(C)C2=O)cc1	-3%	0%	-21%	-6%	-3%	2%	-4%	-1%	-20%

Sorted by length of the SMILES (ascending): part of the list above
SMILES	Anesthetic bind	G9a block	POLB inh	APE1 inh	BAZ2B inh	BLM inh	POLH inh	POLI inh	POLK inh
CC(=O)c1ccc(N2CC(C)(C)C2=O)cc1	-3%	0%	-21%	-6%	-3%	2%	-4%	-1%	-20%
CCCC(=O)OCC(=O)Nc1cc([N+](=O)[O-])ccc1OC	-10%	4%	11%	9%	-1%	3%	-11%	-24%	0%
COc1ccc(-c2cc3c(=O)n(CC(=O)N4CCCC4)ncn3n2)cc1	-4%	.	88%	-1%	-6%	0%	-11%	25%	6%
CC(C)n1nc(C(=O)OCC(=O)N2CC(=O)Nc3ccccc32)c2ccccc2c1=O	-15%	9%	1%	-1%	-7%	-3%	-16%	29%	4%
